Bioassay records deposited in PubChem by Sanford-Burnham Center for Chemical Genomics.
hIAP inh: human IAP inhibitors, primary screen, biochemical, luminescence, uHTS; purified IAP, CDP-Star luminescence, 30 min; inhibition, % at 10 µM; 330,000 tested, 0.12% active; AID 2544, 2010;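 active means inhibition reaching a set limit with compound at 10 µM in the primary screen, cut at about 35% in these data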;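 further: plate controls were DMSO wells with enzyme for no effect and no-enzyme buffer wells for full effect; values of inactives mirror those of a sister screen read the other way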
mIAP inh: inhibitors of mouse IAP, primary screen, biochemical, luminescence, uHTS. intestinal alkaline phosphatase [Mus musculus]. purified mouse IAP, CDP-Star luminescence, 30 min. inhibition, % at 10 µM. 330,000 tested, 0.2% active. AID 2806, 2010;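 active means inhibition of at least 40% at 10 µM in the primary screen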;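 further: plate controls were DMSO with enzyme for no effect and no enzyme wells for full effect; values of inactives mirror those of a sister screen read the other way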
A3A deaminase: APOBEC3A ssDNA deaminase inhibitors, primary screen, selectivity assay for APOBEC3G inhibitor project, biochemical, FAM/TAMRA oligo cleavage fluorescence; DNA dC->dU-editing enzyme APOBEC-3A (Homo sapiens), P31941; recombinant A3A, FAM/TAMRA ssDNA deamination fluorescence; inhibition, % at 20 µM; 330,000 tested, 0.41% active; AID 493011, 2011;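 active means at least 40% inhibition at 20 µM here, with at most 30% in a related deaminase screen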;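 further: plate controls were A3A with DMSO for no effect and wells lacking A3A enzyme for full effect; some results filed as inactive read as strong as hits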
Target sequence (P31941 whole entry, looked up): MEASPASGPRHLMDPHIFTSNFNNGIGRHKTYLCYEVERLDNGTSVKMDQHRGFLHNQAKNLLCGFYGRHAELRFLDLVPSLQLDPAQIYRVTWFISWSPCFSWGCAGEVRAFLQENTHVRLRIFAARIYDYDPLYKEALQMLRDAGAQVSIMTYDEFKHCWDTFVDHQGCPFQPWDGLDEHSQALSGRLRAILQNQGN
beta cell repl: inducers of MIN6 beta-cell proliferation, primary screen, ATP luminescence, uHTS | MIN6 cells proliferation, ATPlite luminescence, 48 h; cells starved in 0.2% serum; 100% = growth in 10% serum | 330,000 tested, 0.29% active | proliferation, % at 10 µM;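 active means compounds whose signal lies at least 3.5 SD above the mean of all wells on their plate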;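 further: 0% = DMSO-treated cells in low-serum medium and 100% = 10% serum control; some compounds called inactive have numbers as strong as hits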
hIAP activ: human IAP activators, primary screen, biochemical, luminescence, uHTS | Intestinal-type alkaline phosphatase (Homo sapiens), P09923 | purified human IAP, CDP-Star luminescence, 30 min; stronger effect = higher value; 1 = vehicle-only enzyme, 0 = enzyme-free background | activation factor at 10 µM | 330,000 tested, 0.16% active;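 active means activation factor of the enzyme at least 2-fold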; further: the source names both 10 and 20 µM as test concentration; values of inactives mirror those of a sister screen read the other way
A3G deaminase: APOBEC3G DNA deaminase inhibitors, primary screen, biochemical, fluorescence, single-stranded DNA substrate, uHTS | DNA dC->dU-editing enzyme APOBEC-3G (Homo sapiens), Q9HC16 | recombinant A3G, ssDNA deamination FAM/TAMRA fluorescence | inhibition, % at 20 µM | 330,000 tested, 0.28% active | AID 493012, 2011;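 active means inhibition of at least 40% at 20 µM, with no more than 30% in the related APOBEC3A deaminase screen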;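 further: plate controls were DMSO wells with A3G for no effect and wells lacking A3G enzyme for full effect; some compounds called inactive have numbers as strong as hits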
Target sequence (Q9HC16 whole entry, looked up): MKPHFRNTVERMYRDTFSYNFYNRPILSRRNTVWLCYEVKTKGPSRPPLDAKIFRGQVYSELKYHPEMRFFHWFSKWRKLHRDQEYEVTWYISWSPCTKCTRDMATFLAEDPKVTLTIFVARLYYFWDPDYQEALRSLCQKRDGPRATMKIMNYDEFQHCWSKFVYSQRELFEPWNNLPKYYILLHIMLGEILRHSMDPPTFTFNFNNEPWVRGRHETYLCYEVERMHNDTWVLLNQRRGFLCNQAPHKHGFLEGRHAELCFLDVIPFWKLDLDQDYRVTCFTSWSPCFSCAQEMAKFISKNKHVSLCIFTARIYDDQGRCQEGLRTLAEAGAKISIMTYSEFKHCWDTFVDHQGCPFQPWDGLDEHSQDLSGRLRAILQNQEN
NLRP3 yeast inh: NALP3 inflammasome inhibitors in reconstituted yeast, primary screen, luminescence, uHTS; Yeast reconstituted NLRP3/ASC/caspase-1, beta-gal luminescence, 24 h; inhibition, % at 10 µM; 330,000 tested, 0.39% active;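 active means inhibition of 50% or more; inactive means inhibition below 50%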;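 further: plate controls were induced DMSO wells for no effect and uninduced yeast grown without galactose for full effect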
mIAP activ: activators of mouse IAP, primary screen, biochemical, luminescence, uHTS | muIAP, CDP-Star luminescence, 30 min; stronger effect = higher value; 1 = vehicle-only enzyme signal, 0 = enzyme-free wells | activation factor at 10 µM | 330,000 tested, 0.24% active | AID 2805, 2010;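 active means activation factor of at least 2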; further: the source names both 10 and 20 µM as test concentration; values of inactives mirror those of a sister screen read the other way
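System: Mouse IAP enzyme | Also added: CDP-Star substrate | Dosing: Compounds dispensed in DMSO | Schedule: 30 min enzyme-substrate-compound incubation at room temperature | Technique: Chemiluminescence readout | Control set: DMSO-only wells and no-enzyme negative control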
SENP1 FRET inh: human SENP1 catalytic domain inhibitors, primary screen, biochemical, FRET, uHTS; AID 624204, 2012; inhibition, % at 10 µM; Sentrin-specific protease 1 (Homo sapiens), Q9P0U3; recombinant SENP1 catalytic domain, CyPet-SUMO1-YPet FRET cleavage; 360,000 tested, 0.21% active;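 active means inhibition at least 30% at 10 µM, raw YFP signal under a set limit, fluorescence ratio 0.5 to 1.5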;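 further: 0% = enzyme with DMSO and 100% = no enzyme wells; some results filed as inactive read as strong as hits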
Target sequence (Q9P0U3 419-644 limits assumed): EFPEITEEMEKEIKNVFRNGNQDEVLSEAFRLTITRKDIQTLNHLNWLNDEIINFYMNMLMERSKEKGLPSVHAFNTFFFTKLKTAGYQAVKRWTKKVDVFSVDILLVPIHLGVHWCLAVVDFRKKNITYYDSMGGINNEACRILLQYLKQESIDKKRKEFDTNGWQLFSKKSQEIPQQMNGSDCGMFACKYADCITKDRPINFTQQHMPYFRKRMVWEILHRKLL
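Test system: human SENP1 catalytic domain; medium: Tris pH 8 buffer plus EDTA, NaCl, BME, BSA, NP40, catalase; incubation: 50 min reaction at room temperature; technique: FRET, CFP and YFP emission; controls: no-enzyme low control and enzyme-plus-DMSO high control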
* hit, by the source's call; / = not tested or not shown.

1	Cc1ccc(NC(=O)CS(=O)c2ccccc2N)c(C)c1 (configuration not stated)
2	CCCn1c(N/N=C\C=C\c2ccccc2)nc2c1c(=O)[nH]c(=O)n2C
3	C=CCNC(=O)/C(=C/c1cn(-c2ccccc2)nc1-c1cccc([N+](=O)[O-])c1)NC(=O)c1ccccc1
4	CCCOc1ccc(NC(=O)CC2C(=O)N(CC)C(=S)N2Cc2cccs2)cc1 (configuration not stated)
5	COc1cccc(-c2nc(N3CCN(Cc4ccccc4)CC3)c3ccccc3n2)c1O
6	COC(=O)CCCC1=CC2=C(c3ccccc3)C(=O)C(C)(OC(=O)C3CCCC3)C(=O)C2=CN1C1CCCCC1 (configuration not stated)

Assay by compound	1	2	3	4	5	6
hIAP inh	-12.7	-123.1	4.0	-24.8	22.3	5.4
mIAP inh	5.9	12.3	6.6	-7.1	-2.5	-1.0
A3A deaminase	-2.0	3.8	1.1	-2.1	-2.0	-7.9
beta cell repl	-2.4	-2.2	0.0	-6.2	-2.2	-6.2
hIAP activ	1.13	2.23*	0.96	1.25	0.777	0.946
A3G deaminase	-6.3	4.6	1.3	-4.2	-3.8	-12.2
NLRP3 yeast inh	5.8	9.0	23.3	18.2	10.3	4.6
mIAP activ	0.941	0.877	0.934	1.07	1.02	1.01
SENP1 FRET inh	1.6	-2.1	-9.6	0.8	1.7	-16.1

Three entries from above, with tabs.
nr	SMILES	hIAP inh	mIAP inh	A3A deaminase	beta cell repl	hIAP activ	A3G deaminase	NLRP3 yeast inh	mIAP activ	SENP1 FRET inh
2	CCCn1c(N/N=C\C=C\c2ccccc2)nc2c1c(=O)[nH]c(=O)n2C	-123.1	12.3	3.8	-2.2	2.23*	4.6	9.0	0.877	-2.1
4	CCCOc1ccc(NC(=O)CC2C(=O)N(CC)C(=S)N2Cc2cccs2)cc1 (configuration not stated)	-24.8	-7.1	-2.1	-6.2	1.25	-4.2	18.2	1.07	0.8
6	COC(=O)CCCC1=CC2=C(c3ccccc3)C(=O)C(C)(OC(=O)C3CCCC3)C(=O)C2=CN1C1CCCCC1 (configuration not stated)	5.4	-1.0	-7.9	-6.2	0.946	-12.2	4.6	1.01	-16.1

Later entries
7	Cc1ccc(NC(=O)N2CCC(C(=O)NCCC3=CCCCC3)CC2)cc1
8	Cc1onc(-c2ccccc2Cl)c1C(=O)Nc1cccnc1
9	O=C(COC(=O)c1ccc(O)cc1O)Nc1ccc(Cl)cn1
10	CCCCC1=C([O-])C2N=CC=CC2=[N+](c2ccccn2)C1=O (configuration not stated)
11	CCn1c(=O)c2sccc2n(Cc2cccc(C)c2)c1=O
12	CCOC(=O)C1=C(COC(=O)c2ccc(C)s2)NC(=O)NC1C (configuration not stated)

Assay by compound	7	8	9	10	11	12
hIAP inh	-28.4	-25.4	-23.9	12.7	0.1	11.8
mIAP inh	-5.6	3.6	6.4	-0.7	-4.1	-12.3
A3A deaminase	-4.3	7.1	3.4	-1.0	-1.2	-0.9
beta cell repl	-1.1	-0.8	0.6	0.0	-2.5	1.2
hIAP activ	1.28	1.25	1.24	0.873	0.999	0.882
A3G deaminase	-6.3	-1.3	-2.4	-5.8	3.5	-8.8
NLRP3 yeast inh	2.7	10.9	17.0	6.2	11.6	4.5
mIAP activ	1.06	0.964	0.936	1.01	1.04	1.12
SENP1 FRET inh	-0.2	-3.2	-7.7	2.9	2.0	0.2

13	O=C(c1ccco1)N1CCN(S(=O)(=O)c2ccccc2[N+](=O)[O-])CC1
14	O=C(CCl)Nc1cc(S(=O)(=O)N2CCCCCC2)ccc1Cl
15	Cc1cc(C)cc(N(CC(=O)NCC2CCCO2)C(=O)CN2C(=O)COc3ccccc32)c1 (configuration not stated)
16	COc1cc(C(=O)N2CCc3ccccc32)c([N+](=O)[O-])cc1OC
17	COc1ccc(CC(=O)c2ccc(OC)c(OC)c2)cc1
18	Cc1ccc(OCC(=O)c2cc(C)n(C3CC3)c2C)c([N+](=O)[O-])n1

Assay by compound	13	14	15	16	17	18
hIAP inh	-9.2	-10.2	-6.3	-6.3	19.0	5.6
mIAP inh	-0.1	6.3	-2.6	9.5	3.7	25.8
A3A deaminase	1.9	0.8	-1.9	-2.2	1.9	10.1
beta cell repl	-2.5	-5.4	0.0	-1.2	-1.1	-2.2
hIAP activ	1.09	1.1	1.06	1.06	0.81	0.944
A3G deaminase	-6.6	-7.8	-7.6	-5.4	0.6	-0.3
NLRP3 yeast inh	24.4	-34.4	13.2	-11.2	17.5	15.9
mIAP activ	1	0.937	1.03	0.905	0.963	0.742
SENP1 FRET inh	2.0	-0.2	2.1	-3.1	-0.6	0.0

19	COc1ccc(C)cc1NC(=O)CSc1nc(SC)ns1
20	CCOc1ccccc1NC(=O)c1ccccc1NC(=O)c1ccco1
21	Cc1cc(OCC(=O)NCCN2CCOCC2)cc(C)c1Cl
22	Cc1[nH]c(=O)[nH]c(=O)c1S(=O)(=O)Nc1cccc(C(F)(F)F)c1
23	COCc1cc(=O)[nH]c(SCC(=O)Nc2ccccc2)n1
24	Cn1c(Cc2ccccc2)nnc1SCc1ccc(C(=O)O)cc1

Assay by compound	19	20	21	22	23	24
hIAP inh	2.9	-10.6	-6.7	10.6	10.6	-26.7
mIAP inh	21.7	-0.3	2.8	7.5	-9.4	-9.2
A3A deaminase	-0.8	-2.9	-5.2	-3.9	0.9	-7.3
beta cell repl	-4.1	-1.6	0.5	-1.3	-2.8	0.0
hIAP activ	0.971	1.11	1.07	0.894	0.894	1.27
A3G deaminase	-2.9	-6.9	79.5*	-8.6	-1.8	-9.6
NLRP3 yeast inh	42.2	6.1	14.0	4.1	0.0	6.4
mIAP activ	0.783	1	0.972	0.925	1.09	1.09
SENP1 FRET inh	-4.5	7.1	0.9	0.4	2.3	0.9

25	O=C(c1cc(=O)[nH]c2ccccc12)N1CCN(S(=O)(=O)c2ccc3ccccc3c2)CC1
26	O=C(COC(=O)c1ccccc1Cl)NCc1ccco1
27	CCOc1cccc(OCCOc2ccccc2[N+](=O)[O-])c1
28	Cc1ccc(NC(=O)c2cc(NC(=O)C3CC=CCC3C(=O)O)ccc2N2CCOCC2)cc1Cl (configuration not stated)
29	CC(=O)Nc1ccc(NC(=O)[C@@H]2CCCC[C@@H]2C(=O)O)cc1
30	Cc1ccc(S(=O)(=O)NCC(=O)N2CCN(S(=O)(=O)c3ccc(Cl)cc3)CC2)cc1C

Assay by compound	25	26	27	28	29	30
hIAP inh	-23.0	0.2	7.0	-14.9	0.0	-9.6
mIAP inh	6.8	-10.7	13.7	9.5	-4.9	6.1
A3A deaminase	1.2	38.9	-1.1	-1.1	0.6	-2.7
beta cell repl	-4.1	0.5	-0.6	-1.3	-1.4	3.4
hIAP activ	1.23	0.998	0.93	1.15	1	1.1
A3G deaminase	-5.0	16.1	-4.3	-5.2	-0.8	-4.8
NLRP3 yeast inh	29.0	8.1	6.6	6.9	11.5	5.2
mIAP activ	0.932	1.11	0.863	0.905	1.05	0.939
SENP1 FRET inh	0.3	0.4	1.7	-1.5	2.6	1.5

31	COc1ccc(C(C#N)(CCC#N)CCC#N)cc1OC
32	COC(C[C@H]1O[C@H]1C(=O)COCc1ccccc1)OC
33	CC(C)c1ccc(NC(=O)CSc2nc3ncccc3[nH]2)cc1
34	COc1ccc(/C=C/C(=O)OCc2cc(=O)n3c(n2)sc2ccccc23)cc1
35	Cc1cc(C)cc(N=c2c([N+](=O)[O-])nn(-c3ccc4c(c3)OCCO4)n2O)c1
36	COC(=O)c1cccc(-n2sc3ccccc3c2=O)c1

Assay by compound	31	32	33	34	35	36
hIAP inh	12.8	-1.0	-37.9	-4.7	17.0	0.5
mIAP inh	3.1	-4.9	23.2	0.8	10.8	6.3
A3A deaminase	0.4	0.7	3.0	-0.4	-0.1	-1.5
beta cell repl	-1.8	1.0	-1.6	0.4	-4.8	-7.4
hIAP activ	0.872	1.01	1.38	1.05	0.83	0.995
A3G deaminase	1.0	-6.0	-6.2	-4.7	-4.5	77.6*
NLRP3 yeast inh	-12.8	11.1	10.8	-0.7	-40.3	13.9
mIAP activ	0.969	1.05	0.768	0.992	0.892	0.937
SENP1 FRET inh	-0.8	2.1	-0.6	-2.5	1.8	4.1

37	COc1ccc2cc(C(=O)Nc3ccccc3)sc(=O)c2c1OC
38	O=C1Cc2cc(S(=O)(=O)Nc3cccc([N+](=O)[O-])c3)cc3c2N1CCC3
39	O=C(CCc1nc2ccccc2c(=O)[nH]1)N1CCN(C/C=C/c2ccccc2)CC1
40	O=C(NCC1CCCO1)c1csc2c1CCCC2 (configuration not stated)
41	c1ccc2c(-c3cn4ccccc4n3)c[nH]c2c1
42	Cc1cc(Br)c(NC(=O)COC(=O)CSc2nnc(-c3ccc(Cl)cc3)o2)c(Br)c1

Assay by compound	37	38	39	40	41	42
hIAP inh	4.6	8.2	-9.1	-9.0	12.0	-4.4
mIAP inh	6.4	-14.3	1.6	0.5	5.1	-4.9
A3A deaminase	1.4	6.7	-1.1	-2.4	-0.1	-4.1
beta cell repl	-1.5	-1.4	-3.8	-2.6	-1.5	-2.6
hIAP activ	0.954	0.918	1.09	1.09	0.88	1.04
A3G deaminase	-0.8	9.8	-4.2	-4.0	-8.7	-10.4
NLRP3 yeast inh	14.0	6.4	12.7	11.6	21.5	2.7
mIAP activ	0.936	1.14	0.984	0.995	0.949	1.05
SENP1 FRET inh	-5.1	1.1	-9.5	2.2	/	-2.6

43	CNc1ccc(OC(F)F)cc1C(=O)c1ccccc1
44	CC(OC(=O)CSc1ccc([N+](=O)[O-])cc1)C(=O)NCc1ccccc1 (configuration not stated)
45	CC(C)c1ccccc1OCC(=O)Nc1ccccc1C(=O)N1CCOCC1
46	COC(=O)c1ccccc1C(=O)N1CCOCCN(C(=O)c2ccccc2C(=O)OC)CCOCC1
47	Cc1ccc(NC(=O)c2ccc3ccccc3n2)nc1
48	CC(=O)Nc1ccc(NC(=O)/C(=C/c2ccco2)NC(=O)c2ccccc2)cc1

Assay by compound	43	44	45	46	47	48
hIAP inh	-6.8	-2.6	-4.4	18.6	6.6	7.4
mIAP inh	11.8	-0.3	1.4	-1.9	12.3	8.9
A3A deaminase	-5.6	3.7	-3.9	-0.4	2.2	0.6
beta cell repl	-1.8	-7.0	-2.4	0.0	-4.2	6.2
hIAP activ	1.07	1.03	1.04	0.814	0.934	0.925
A3G deaminase	-7.6	24.4	-3.5	-3.3	-0.4	-2.0
NLRP3 yeast inh	-0.5	20.9	17.0	7.3	-1.8	26.7
mIAP activ	0.882	1	0.986	1.02	0.877	0.911
SENP1 FRET inh	1.3	3.9	-0.1	0.0	0.9	2.3

This is a subset, so the mix of outcomes need not match the whole.
